# Screening results deposited in PubChem by National Center for Advancing Translational Sciences (NCATS).
# Lipid storage S3: qHTS Assay for Lipid Storage Modulators in Drosophila S3 Cells; Drosophila S3 cells, BODIPY lipid droplet fluorescence, 18-24 h; cells fed with added oleic acid; 320,000 compounds, 0.64% hits; lipid storage change, negative = inhibition, % at the top dose, mostly 46.1 µM; hits show Potency in µM; active = well fitted inhibition curve with a large enough effect in the signal ratio, with a control signal flat, not every such curve was filed as active; inconclusive = small, poorly fitted or top-dose-only effect, or effect the other way, or a change in a side signal; the % refers to the signal ratio
#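 Drosophila S3 cells got compounds at several concentrations plus oleic acid (400 uM solution). Laser-scanning cytometry with 488 nm excitation read lipid droplets at 500-530 nm and cells at 575-640 nm. Percent activity was relative to 20 uM Triacsin C.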
# Lipid storage S3 cell count max: recorded beside Lipid storage S3, whose call it bears; cell number change, %; measured here: cell count max response;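 cells counted by Cell Tracker Red CMTPX staining in the red channel; peak over a dose series mostly up to 46.1 µM; percent activity relative to internal control wells on each plate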
# An asterisk follows results filed as active; i = inactive; ? = inconclusive; . = not tested or not shown. % is scaled to controls: 0 for no effect and ±100 for the full control effect; potency is read from the fitted curve at half-maximal effect.
# Preview, 3 compounds:
SMILES,Lipid storage S3,Lipid storage S3 cell count max
O=C(O)C1CCC(N2C(=O)C3C4CCC(C4)C3C2=O)CC1 (centres undefined),-10.5%,1.2
CCOc1ccc(NC(=O)CCc2c(C)noc2C)cc1OC,?,.
CN(C)S(=O)(=O)c1ccc2c(c1)Cc1cc(S(=O)(=O)N(C)C)ccc1-2,-3.2%,7.9

# This part in full (from the top)
SMILES,Lipid storage S3,Lipid storage S3 cell count max
O=C(O)C1CCC(N2C(=O)C3C4CCC(C4)C3C2=O)CC1 (centres undefined),-10.5%,1.2
CCOc1ccc(NC(=O)CCc2c(C)noc2C)cc1OC,?,.
CN(C)S(=O)(=O)c1ccc2c(c1)Cc1cc(S(=O)(=O)N(C)C)ccc1-2,-3.2%,7.9
Cc1ccccc1CSCCNC(=O)Nc1ccccc1,17.2%,-3.8
COc1ccc(NC(=S)NNC(=O)COc2ccc(Cl)cc2Cl)cc1,?,.
O=C(NCc1ccco1)c1cnn2c(C(F)(F)F)cc(-c3ccccc3)nc12,i,.
CN(CC(=O)Nc1ccc(N2CCOCC2)cc1)C(=O)COc1ccccc1F,14.8%,7.2
CCn1cc(C(=O)Nc2ncccc2O)c(=O)c2cc(F)c(N3CCN(C(=O)c4ccco4)CC3)cc21,?,.
O=C(/C=C/NNC(=O)c1cccc(Br)c1)c1ccccc1,?,.
Cc1ccc(C2C(C#N)=C(N)Oc3c2c(=O)n(C)c(=O)n3C)cc1 (centres undefined),-17.1%,1.7
O=C(CCCn1c(=O)[nH]c2ccsc2c1=O)Nc1ccc(F)cc1,5.9%,.
C/C(=N\NC(=O)c1c(Br)c(C)nn1C)c1cccc(NC(=O)c2ccccc2C)c1,?,.
CSc1n[nH]c(=S)n1N,?,.
NC(=O)c1cccnc1Nc1ccccc1Cl,-2.7%,.
COCc1cc(C)nc(N/N=C/c2ccc(-c3ccc(Cl)cc3[N+](=O)[O-])o2)c1C#N,?,.
CC(C)(C)OC(=O)N1CCCC1C(=O)N1CCCC1C(=O)N1CCCC1C(=O)O (centres undefined),?,.
COc1cc(OC)cc(N(C(=O)CNC(=O)c2ccco2)C(C(=O)NCC2CCCO2)c2ccccc2)c1 (centres undefined),?,.
COc1ccc(CCN2CC(C(=O)N3CCC(OC)CC3)CCC2=O)cc1 (centres undefined),?,.
CCc1ccc(CNC(=O)c2ccc3c(c2)NC(=O)C(N2CCOCC2)S3)cc1 (centres undefined),?,.
CCCNC(=O)N[C@@H](Cc1ccccc1)C(=O)OC,?,.
Cc1ccc(-c2csc(N3CCN(c4cc5c(cc4Cl)nc(C(C)N)n5CCCO)CC3)n2)cc1 (centres undefined),?,.
CC(=O)c1c(C)[nH]c(C(=O)/C(C#N)=C/c2cccc(C)c2)c1C,?,.
CCOc1ccc(NC(=S)NCCCN2CCOCC2)cc1,?,.
O=C(c1ccco1)N1CCN(c2ncnc3scc(-c4cccs4)c23)CC1,?,.
O=C1c2ccccc2C(Nc2cccnc2)N1Cc1ccc2c(c1)OCO2 (centres undefined),24.6%,3.4
O=C1C2CC=C(Cl)CC2C(=O)N1CCC[n+]1ccccc1 (centres undefined),5.1%,4.3
COc1ccccc1NC(=O)C1=C(C)Nc2nc(-c3ccc(N(C)C)cc3)nn2C1c1ccncc1 (centres undefined),?,.
O=C(NCCc1ccc(Cl)cc1)c1cccs1,8.0%,-2.8
CCn1cc(C(=O)NCCCN2CCC(C)CC2)c(=O)c2cc(S(=O)(=O)N3CCCC3)ccc21,i,.
COc1ccc(OC)c(NC(=O)COc2ccc(S(=O)(=O)N3CCCC3)cc2)c1,?,.
COc1cc(C2NC(=O)NC(O)(C(F)(F)F)C2C(=O)c2cccs2)ccc1O (centres undefined),i,.
CCc1nc(Nc2cccc(F)c2)c2oc3ccccc3c2n1,?,.
O=C(/C=C/c1ccc(OCc2ccccc2)c(OCc2ccccc2)c1)c1cccnc1,?,.
C=CCNC(=O)NC(=O)COn1nnc2ccc(S(=O)(=O)N(C)C)cc21,13.7%,4.8
COC(=O)c1oc2ccc(Br)cc2c1NC(C)=O,i,.
Cc1ccc(/C=C/C2=NN(Cc3ccc(Cl)c(Cl)c3)C(=O)CC2)cc1,?,.
CCC(=O)Nc1ccc(NC(=O)c2cccc3ccccc23)cc1,?,.
O=C(NCCNC(=O)c1ccc(Br)o1)c1ccc(Br)o1,?,.
O=S(=O)(c1ccc2oc(=S)[nH]c2c1)N1CCOCC1,?,.
Cc1cccc(NC(=O)CCc2ccccc2)c1,6.6%,12.2
Cc1ccc(NC(=O)C2C3C=CC(O3)C2C(=O)O)cc1C (centres undefined),-16.4%,-2.6
Cc1ccc(S(=O)(=O)/C(C#N)=C/c2c(N3CC(C)OC(C)C3)nc3c(C)cccn3c2=O)cc1 (centres undefined),?,.
NC1=NC(=O)C(Cc2ccc(Br)cc2)S1 (centres undefined),?,.
CC(=O)c1cccc(NC(=O)c2ccc(C)o2)c1,?,.
CCc1cc2c(=O)c(-c3nc(C)cs3)coc2cc1OC(C)C(=O)NCCO (centres undefined),11.9%,27.5
O=C(NCc1ccncc1)NC12CC3CC(CC(C3)C1)C2,?,.
COCCn1c(CN2CCN(C(c3ccccc3)c3ccccc3)CC2)nc2c1c(=O)n(C)c(=O)n2C,?,.
Cc1nc2ccccc2c(=O)n1NC(=O)/C=C/c1ccccc1,24.6%,4.9
O=C(CCc1ccccc1)NNC(=O)COc1ccccc1,?,.
Cc1occc1C(=O)NCc1ccc(C(=O)O)o1,?,.

# (listing goes on)
SMILES,Lipid storage S3,Lipid storage S3 cell count max
O=C(/C=C/c1ccco1)NC(=S)Nc1ccc(O)c(-c2nc3ccccc3s2)c1,14.5%,-9.0
Cc1ccc2oc3c(c(=O)c2c1)C(c1cccc(Br)c1)N(Cc1ccco1)C3=O (centres undefined),?,.
COc1ccccc1N1CCN(C(=O)Cc2ccc(Cl)cc2)CC1,i,.
CNC(=O)c1sccc1SCc1ccc(Cl)cc1Cl,?,.
CC1(C)[C@H]2CC[C@]1(C)[C@@H](OC(=O)C[N+]1(C)CCOCC1)C2,12.8%,5.8
NNC(=O)Cn1c(-c2ccccc2)cc(=O)n2ncnc12,?,.
O=C(Oc1ccc(-c2nc(-c3ccccn3)no2)cc1)c1ccccc1,i,2.2
CC(C)CN(C(=O)COC(=O)c1ccccc1SCC(=O)NC1CCCCCC1)C1CCS(=O)(=O)C1 (centres undefined),8.6%,-4.8
COc1ccc(C(CNC(=O)Cc2cccs2)N(C)C)cc1 (centres undefined),?,.
CC(C)NC(=O)CN1C(=O)c2cccc3cccc1c23,?,.

# Filtered by structure: the entries above with a CF3 group (two)
SMILES,Lipid storage S3,Lipid storage S3 cell count max
O=C(NCc1ccco1)c1cnn2c(C(F)(F)F)cc(-c3ccccc3)nc12,i,.
COc1cc(C2NC(=O)NC(O)(C(F)(F)F)C2C(=O)c2cccs2)ccc1O (centres undefined),i,.

# Next records.
SMILES,Lipid storage S3,Lipid storage S3 cell count max
CCC(C)N1C(=O)C2C(C(=O)Nc3cccc(OC)c3)C3C=CC2(O3)C1C(=O)NC1CCCCC1C (centres undefined),?,.
CC1=NN(C(=O)c2ccccc2Br)C(O)(c2ccc(Cl)cc2)C1 (centres undefined),?,.
Cc1cc(=O)oc2c1c(C(F)(F)F)nn2-c1ccccc1,-12.9%,-2.1
CN(C(=O)COC(=O)c1ccccc1SCC(=O)NC1CCCCCCC1)C1CCS(=O)(=O)C1 (centres undefined),5.1%,1.6
CC(=O)N1CCCc2cc(S(=O)(=O)NC(C(=O)NC(C)c3ccccc3)C(C)C)ccc21 (centres undefined),?,.
COc1ccccc1NC(=O)CSc1nc2n[nH]c(C)c2c(=N)n1-c1ccccc1Cl,-6.5%,-21.5
COc1cc(C2Nc3ccc4ncccc4c3C3=C2C(=O)CCC3)ccc1O (centres undefined),?,.
Cc1cccc(NC(=O)CC2C(=O)NC3CCCCC3N2C(=O)c2ccccc2Cl)c1 (centres undefined),-6.0%,7.4
COc1ccccc1C(=O)NC(=O)Nc1nc(-c2ccccc2)cc(C(F)(F)F)n1,?,.
CCOc1ccc(S(=O)(=O)N2CCC(C(=O)NCc3ccco3)CC2)cc1C,?,.
O=C(COC(=O)Cc1ccc(-c2ccccc2)cc1)NCc1ccc(F)cc1,15.7%,14.6
CCc1nn(CC(=O)O)c(=O)c2ccccc12,-0.1%,9.4
N#CC(C#N)=C1CCc2ccccc2N1,1.1%,-6.7
c1ccc(-c2nnc3sc(-c4csc5c4CCCC5)nn23)cc1,?,.
COC(=O)C1=C(C)N(Cc2ccccc2)C(=NCC(C)C)N[C@H]1c1ccccc1,?,2.6
O=C(NCc1ccccc1)/C(=C\c1ccc([N+](=O)[O-])cc1)NC(=O)c1ccco1,i,.
O=C(CN1CCCCCC1)Nc1ccccc1Cl,i,15.8
Cc1cccc(NC(=O)CN2CCN(C(=O)c3c(C)nn(Cc4ccccc4)c3C)CC2)c1C,?,.
O=C(CN1CCN(S(=O)(=O)c2cccc(Cl)c2)CC1)NCC1(N2CCOCC2)CCCCC1,?,.
O=[N+]([O-])c1cc(CN2CCCC2)ccc1Sc1ccc(Cl)cc1,?,.

# Among those listed so far, these have two or more sulfur atoms:
SMILES,Lipid storage S3,Lipid storage S3 cell count max
CN(C)S(=O)(=O)c1ccc2c(c1)Cc1cc(S(=O)(=O)N(C)C)ccc1-2,-3.2%,7.9
CSc1n[nH]c(=S)n1N,?,.
O=C(c1ccco1)N1CCN(c2ncnc3scc(-c4cccs4)c23)CC1,?,.
O=S(=O)(c1ccc2oc(=S)[nH]c2c1)N1CCOCC1,?,.
O=C(/C=C/c1ccco1)NC(=S)Nc1ccc(O)c(-c2nc3ccccc3s2)c1,14.5%,-9.0
CNC(=O)c1sccc1SCc1ccc(Cl)cc1Cl,?,.
CC(C)CN(C(=O)COC(=O)c1ccccc1SCC(=O)NC1CCCCCC1)C1CCS(=O)(=O)C1 (centres undefined),8.6%,-4.8
CN(C(=O)COC(=O)c1ccccc1SCC(=O)NC1CCCCCCC1)C1CCS(=O)(=O)C1 (centres undefined),5.1%,1.6
c1ccc(-c2nnc3sc(-c4csc5c4CCCC5)nn23)cc1,?,.

# Next entries:
SMILES,Lipid storage S3,Lipid storage S3 cell count max
CS(=O)(=O)N1CCN(C(=O)c2cc(-c3cccnc3)nc3ccc(Cl)cc23)CC1,5.0%,18.7
O=C1CN(C(=O)N[C@@H](Cc2ccccc2)C(=O)N[C@@H](Cc2ccccc2)C(=O)O)c2ccccc2N1,0.6%,12.2
O=C(CSc1ncnc2sccc12)N1CCN(C(=O)c2cccs2)CC1,?,.
Cn1c(=O)n(C)c(=O)n(CC(=O)N2CCCCC2)c1=O,?,.
CC(OC(=O)c1cnc2ccccc2n1)c1ccccc1Cl (centres undefined),i,-14.3
Cc1c(NC(=O)CSc2nnc3sc4ccccc4n23)c(=O)n(-c2ccccc2)n1C,i,.
Cc1nnsc1C(=O)NC(C)c1ccccc1 (centres undefined),-2.3%,-9.7
CC(=O)c1cc(F)c(N2CCCCCC2)cc1C,?,.
CCOc1ccccc1N1CCN(S(=O)(=O)CC)CC1,-2.0%,1.0
O=C(CSc1nncn1-c1ccccc1)NC1CCCC1,-7.3%,-9.7
Cc1ccccc1NC(=O)CC1(c2ccc(N(C)C)cc2)C(=O)c2ccccc2C1=O,-1.6%,-19.6
CC(CCCC(C)(C)O)NCCO (centres undefined),?,.
O=C(NC(=S)NNC(=O)c1cnccn1)c1ccc(Cl)cc1,?,.
Cc1nnc(NC(=O)c2nn(CC(C)C)c(=O)c3ccccc23)s1,0.1%,9.6
O=C(Cc1ccccc1F)Nc1nc(-c2ccc(F)cc2)cs1,?,.
CCS(=O)(=O)N1CCC(NC(=O)c2cc(OC)cc(OC)c2)CC1,?,.
CC(=O)c1cccc(N(CC(=O)NC2CCCCC2)C(=O)Cn2nnc(-c3ccccc3)n2)c1,?,.
CNS(=O)(=O)c1ccc(N2CCCC2=O)c([N+](=O)[O-])c1,?,.
COC(=O)C1CCN(c2ccc(C(N)=O)cc2[N+](=O)[O-])CC1,2.8%,1.3
CCOc1ccc(NC(=O)C2CSC(c3ccncc3)=N2)cc1 (centres undefined),?,.
COc1cc(C(=O)N(CCc2ccccc2)C2CC3CCC(C2)N3C)cc(OC)c1OC (centres undefined),-7.4%,-2.5
Cc1nn(-c2ccccc2)c(C)c1NC(=O)COC(=O)c1ccc(S(=O)(=O)C(F)F)cc1,?,.
O=C(Nc1ccc(C(O)(C(F)(F)F)C(F)(F)F)cc1)c1ccc(Cl)c([N+](=O)[O-])c1,?,.
CCOc1ccc(Cc2c(Cl)nc(SC)nc2N(C)C)cc1,?,.
O=C(NC(=O)N1CCCCCC1)c1ccccc1,?,.
COc1ccc(N2C(=O)CCC(C(=O)O)C2c2ccc(OC)c(OC)c2)cc1 (centres undefined),?,.
CCOc1cc(/C=C(/C#N)c2ccc(F)cc2)ccc1OCc1ccc(C(=O)O)o1,?,.
Cc1cc(C)cc(NC(=O)C2(c3ccccc3)CC2(Cl)Cl)c1 (centres undefined),-9.1%,3.7
CCCn1c(SCC(=O)/C(C#N)=C(\C)N)n[nH]c1=O,?,.
CCN(CC)CCNC(=S)Nc1ccc2nc3n(c(=O)c2c1)CCCCC3,14.6%,.
O=C(CS(=O)(=O)c1ccccc1)NCc1ccco1,-25.3%,6.8
CSCCC(NC(=O)c1cncc(Br)c1)C(=O)O (centres undefined),?,.

# These rows are one share of the data. The share of hits here may be higher or lower than overall.
